Bioassay records as filed in PubChem BioAssay.
SSB-PriA inh = inhibitors of Klebsiella pneumoniae PriA binding to SSB C-terminal tail. inhibition, % at 33 µM. AlphaScreen SSBct-PriA binding, biotinylated peptide. AID 1272365. hit rate 0.6% among 430,000; in the data active = inhibition mostly above about 37%, no sharp cut-off; inactive = mostly below about 20%;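 note: plate controls were negative control peptide for no effect and reference peptide for full effect; strong numbers were not always called active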
3CLpro inhibitor = SARS-CoV 3CLpro protease inhibition; P0C6X7; recombinant SARS-CoV 3CLpro, quenched FRET peptide cleavage; inhibition, % at 6 µM; hit rate 0.14% among 290,000; in the data active = inhibition above about 12%
PfHsp40 yeast = restores yeast growth despite PfHsp40 toxicity | hit rate 0.68% among 340,000 | growth rescue, % at 12.5 µM | S. cerevisiae expressing PfHsp40, growth rescue, ATP luminescence | AID 504582; in the data active = growth rescue above about 28%, passing the limit was not always enough; inconclusive = no clear call, values can overlap the other calls;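 note: yeast W303a lacking pdr1 and pdr3 grown in galactose medium; growth measured after three days at 30 °C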
BoNT-A LC inh2 = inhibitors of Botulinum neurotoxin A light chain protease | multiplex microsphere protease substrate cleavage, flow cytometry | inhibition, % at 10 µM | AID 588499 | hit rate 0.17% among 360,000; note: plate controls were buffer without enzyme for full effect and enzyme alone for no effect
Anthrax LF inh2 = blocks Bacillus anthracis lethal factor protease. P15917. multiplex microsphere protease cleavage assay, LF. inhibition, % at 10 µM. hit rate 0.12% among 360,000. AID 588501; note: plate controls were buffer without enzyme for full effect and enzyme alone for no effect
Target sequence (P15917 whole entry, looked up): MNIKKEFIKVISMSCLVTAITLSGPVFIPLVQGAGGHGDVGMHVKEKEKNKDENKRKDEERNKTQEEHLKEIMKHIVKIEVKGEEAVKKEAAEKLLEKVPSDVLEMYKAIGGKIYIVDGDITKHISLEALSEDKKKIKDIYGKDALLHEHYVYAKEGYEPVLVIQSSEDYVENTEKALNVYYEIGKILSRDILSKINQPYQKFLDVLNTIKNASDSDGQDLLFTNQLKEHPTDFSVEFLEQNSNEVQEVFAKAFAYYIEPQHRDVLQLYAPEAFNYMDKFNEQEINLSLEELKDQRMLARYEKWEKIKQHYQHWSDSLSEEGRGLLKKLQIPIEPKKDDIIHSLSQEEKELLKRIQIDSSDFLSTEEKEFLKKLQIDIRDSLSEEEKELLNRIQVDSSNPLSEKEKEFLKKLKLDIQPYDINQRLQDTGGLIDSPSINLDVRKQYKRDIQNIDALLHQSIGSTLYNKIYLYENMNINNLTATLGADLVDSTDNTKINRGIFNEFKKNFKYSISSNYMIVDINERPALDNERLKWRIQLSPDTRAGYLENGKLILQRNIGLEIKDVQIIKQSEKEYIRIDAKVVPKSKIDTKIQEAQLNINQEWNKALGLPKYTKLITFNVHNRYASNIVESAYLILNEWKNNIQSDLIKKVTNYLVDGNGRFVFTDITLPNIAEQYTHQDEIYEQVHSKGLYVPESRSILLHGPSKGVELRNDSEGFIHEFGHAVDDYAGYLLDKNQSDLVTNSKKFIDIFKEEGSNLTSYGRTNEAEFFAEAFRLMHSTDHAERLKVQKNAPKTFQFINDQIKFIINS
PrPC surface inh = cell surface PrPC inhibition, primary TR-FRET screen; TR-FRET read-out; hit rate 0.43% among 370,000; inhibition, % at 13.8 µM; AID 720596; P04156; in the data active = inhibition above about 24%; note: 0% = median of the test wells and 100% = reference compound wells
TcdB inh = inhibitors of Clostridioides difficile toxin B glycohydrolase | TcdB glycohydrolase enzymatic assay, plate reader | P18177 | inhibition, % at 9.99 µM | AID 652162 | hit rate 0.24% among 350,000; in the data active = inhibition above about 10%
Y pestis TopoI = Y. pestis Topo-I inhibition via cleavage products | Y. pestis Topo-I cleavage product accumulation, plate reader | activity, % at 10 µM | hit rate 0.064% among 360,000; in the data active = activity above about 50%, passing the limit was not always enough; inconclusive = no clear call, values can overlap the other calls; note: inactives centre near 2
BH1578 lux ind = inducers of Vibrio cholerae quorum light production without autoinducers | V. cholerae BH1578 lux reporter, luminescence, 6 h | AID 588436 | hit rate 0.16% among 350,000 | activation, % at 18.7 µM; in the data active = activation mostly above about 9.7%, no sharp cut-off; inconclusive = no clear call, values can overlap the other calls; inactive = mostly below about 3.7%; note: not every result past the cut was called active; inactives centre near 0; reference of the scale not given here
* marks the source's active call; other numbers are inactive results; i = inactive; u = inconclusive; x = no result given; & = joins results of further samples. Cut-off read from the data, not from the text of the source, unless noted: active = inhibition above about 30%; inconclusive = no clear call, values can overlap the other calls; inactive = below that. An excerpt; rates above refer to the full screens.

SMILES	SSB-PriA inh	3CLpro inhibitor	PfHsp40 yeast	BoNT-A LC inh2	Anthrax LF inh2	PrPC surface inh	TcdB inh	Y pestis TopoI	BH1578 lux ind
c1ccc(C2CC3CC(c4ccccc4)N2O3)cc1 (stereo not drawn)	-26	-5	-0.2	-1.0	-6	-3	1.1	0	i
O=C(NC1CCCCCC1)c1ccc(CS(=O)Cc2ccccc2Cl)o1 (stereo not drawn)	1	-1	0.3	1.2	0	-2	0.2	35	-0.9
CCCCC/C(=N\NC(=O)CCC(=O)NCc1ccccc1)c1ccccc1	x	0	-0.3	-0.9	0	-11	1.2	3	-0.2
CC(=O)Nc1ccc(S(=O)(=O)N(C)c2nc3ccccc3nc2Cl)cc1	-9	0	1.8	2.5	0	0	4.8	1	-0.3
Cc1ccn2c(C(=O)NN=C3CCN(C)CC3)c(C)nc2c1	-3	4	-0.6	0.7	-3	-5	-3.7	-3	-0.4
CCn1c(SCC(=O)Nc2ccc3c(c2)OCCO3)nnc1-c1cccs1	-4	3	-1.8	-2.2	-6	1	x	3	i
COC(C[C@@H]1O[C@@H]1C(=O)COCc1ccccc1)OC	-2	x	0.3	0.7	-5	-1	0.5	-3	-0.8
CC1C(=O)N(Cc2cn(Cc3ccco3)nn2)CCS(=O)(=O)N1Cc1ccc(-c2cccc(N(C)C)c2)cc1 (stereo not drawn)	x	x	x	-0.2	0	-5	0.1	27	-0.3
O=C(/C=C/c1ccccc1)C1=C(O)C(=O)N(CCO)C1c1ccc2c(c1)OCO2 (stereo not drawn)	2	5	0.7	-0.5	-10	-2	-2.7	2	1.0
CC(C)(C)NC(=O)C(Cc1ccccc1)N1C(=O)c2ccccc2C1=O (stereo not drawn)	0	2	-1.0	2.7	3	-2	1.8	4	i
CC(=O)N1c2c(cc(Br)cc2S(=O)(=O)NCc2ccccc2)CC1C (stereo not drawn)	-5	7	-1.3	-1.1	-13	8	-0.1	7	-0.2
O=[N+]([O-])c1ccc(NN=Cc2cccc(O)c2)nc1	-23	x	0.8	-0.9	0	-26	-0.2	-10	i
CCn1c(C)cc(/C=C2\NC(=O)N(Cc3ccccc3)C2=O)c1C	0	2	0.3	1.4	-9	0	x	-2	i
COc1ccc(-c2ccc3c(c2)S(=O)(=O)c2cccc(C(=O)NC4CCCC4)c2C3=O)cc1OC	-20	x	1.0	0.6	2	1	1.2	13	i
O=C(O)C1=C[C@@H](c2ccc(F)cc2)C[C@@H](OCCCCO)O1	2	x	-1.4	0.4	-6	0	-0.2	11	i
COCC1CCCCN1C(=O)CCCn1nnnc1CN1CCC(C)CC1 (stereo not drawn)	0	1	-0.7	-3.4	-2	0	-4.3	-5	i
COc1ccc(-c2csc(N3CCSCC3)n2)cc1	-4	-1	0.3	-1.2	-4	-1	1.0	18	0.8
CC(C)=CC(=O)Nc1c(C)cc(C)cc1Cl	-12	1	0.8	0.2	0	-3	-0.9	-1	-0.3
O=C(CCC(=O)NNc1nc2ccccc2c2nc(-c3ccccc3)nn12)NCCCN1CCOCC1	2	-2	-0.9	0.3	0	12	1.9	-2	-0.5
COc1ccccc1NC(=S)Nc1ccccn1	-6	-4	3.3	0.4	-2	10	x	3	-0.2
C=CCNc1ncnc2c1[nH]c1ccccc12	-6	-6	-0.3	0.7	-2	7	x	-3	-2.2
COc1ccccc1N(CN1CCCC1=O)C(=O)c1c(F)cccc1F	5	0	-0.9	0.2	-5	-5	x	-2	-0.7
CC(=O)Nc1ccc(S(=O)(=O)N(CCO)Cc2ccccc2)cc1	0	-1	-1.0	-0.4	-10	-4	x	-12	-28
CC(=O)N1C(=O)N(C)C2C1N(C(C)=O)C(=O)N2C (stereo not drawn)	-2	1	0.3	-0.1	-2	-6	x	-1	-0.6
O=C(Cn1cnc2c(nnn2Cc2ccccc2)c1=O)N1CCN(c2ccccc2)CC1	-1	1	0.5	6.5	-14	4	1.5	8	-0.1

Copied from the list.
TcdB inh result of O=C(O)C1=C[C@@H](c2ccc(F)cc2)C[C@@H](OCCCCO)O1 is entered as -0.2
SSB-PriA inh result of COc1ccc(-c2ccc3c(c2)S(=O)(=O)c2cccc(C(=O)NC4CCCC4)c2C3=O)cc1OC is entered as -20
PfHsp40 yeast result of CCn1c(SCC(=O)Nc2ccc3c(c2)OCCO3)nnc1-c1cccs1 is entered as -1.8

Entries of single compounds, looked up by structure. Order of values: SSB-PriA inh	3CLpro inhibitor	PfHsp40 yeast	BoNT-A LC inh2	Anthrax LF inh2	PrPC surface inh	TcdB inh	Y pestis TopoI	BH1578 lux ind
`CCn1c(C)cc(/C=C2\NC(=O)N(Cc3ccccc3)C2=O)c1C` is entered as 0	2	0.3	1.4	-9	0	x	-2	i
`Cc1ccn2c(C(=O)NN=C3CCN(C)CC3)c(C)nc2c1` is entered as -3	4	-0.6	0.7	-3	-5	-3.7	-3	-0.4

Next structures
SMILES	SSB-PriA inh	3CLpro inhibitor	PfHsp40 yeast	BoNT-A LC inh2	Anthrax LF inh2	PrPC surface inh	TcdB inh	Y pestis TopoI	BH1578 lux ind
COc1ccc(C(=O)/C=C/c2ccc(O)cc2)cc1	7	-1	0.3	-0.6	-4	5	9.9	-4	-0.8
Cc1cc(C)c(S(=O)(=O)N(C)CC(=O)N2CCCCC2)c(C)c1	-7	1	2.7	-1.2	-2	5	x	3	i
CC(C)(O)C#Cc1ccc(C(=O)N2CCCC(CNS(=O)(=O)c3cccs3)C2)o1 (stereo not drawn)	-23	-2	-0.1	-0.8	-2	-1	6.1	5	2.0
CCOC(=O)c1c(C)[nH]c(-c2csc(N)n2)c1C	10	-2	-0.9	3.1	-1	16	5.0	-4	x
COc1ccc(CC(=O)NC2CCSc3ccccc32)c(OC)c1 (stereo not drawn)	-3	1	0.4	1.3	2	7	1.6	13	-0.2
O=C(c1ccco1)N1CCN(C(=O)c2cc(-c3ccccc3)nc3ccccc23)CC1	5	0	0.3	2.7	-10	-4	x	14	-0.5
Cn1c(-c2ccccc2)cc2ccccc21	-16	0	0.9	-6.1	-9	7	-3.6	0	0.0
COc1ccccc1/C=N/NC(=O)C(=O)NCc1cccnc1	x	0	-0.3	-1.0	-1	2	-0.3	-7	i
COc1ccccc1NC(=O)CN1C(=O)C(C)SC(C)C1=O (stereo not drawn)	5	6	-0.7	0.1	-2	2	1.0	-1	-5.6
COc1cc(C)c(/C=C(\C#N)C(=O)Nc2ccc(C)cc2)cc1C(C)C	-3	0	-1.7	1.9	0	-3	x	-2	-0.3
O=C(CSc1nnnn1-c1cccc2c1CCCC2)N1CCCCC1	-20	2	1.7	-0.9	1	5	x	28	-3.6
CC(C)C[C@H](NC(=O)c1nc[nH]c1C(=O)NC1CCN(C(=O)OC(C)(C)C)CC1)C(=O)OC(C)(C)C	8	7	17	-0.3	-2	6	2.6	27	0.7
O=C(O)CCC(=O)N1CCN(c2nc(-c3ccccc3Cl)c3cc(Br)ccc3n2)CC1	-23	5	3.1	0.2	-1	4	x	2	6.2
Cc1ccc(N2CC(C(=O)OCC(=O)Nc3cc(C)on3)CC2=O)c(C)c1 (stereo not drawn)	-22	-4	-2.4	-1.9	3	7	0.8	0	i
CCOC(=O)C1(C)CCN1C(=O)c1ccc(OC)c(F)c1 (stereo not drawn)	x	x	x	-0.6	-3	-6	-0.1	4	-0.8
COc1ccc(NC(=O)COC(=O)c2c(C)noc2C)cc1Cl	x	x	x	0.2	-2	-8	1.5	-6	-0.9
CCCCC(=O)c1c(C)cc(C)[nH]c1=O	-17	5	-0.7	-0.9	-5	-1	x	-7	i
Nc1[nH]c(=O)nc2snnc12	0	x	-1.6	0.4	-4	7	-14	4	i
CC(C)NC(=O)N(C)C[C@@H]1OCc2cnnn2CCCC(=O)N([C@H](C)CO)C[C@@H]1C	x	x	x	-0.4	-1	0	0.3&-5.1	7	-0.2
COc1ccccc1N1CCN(C(=O)c2ccc(Br)o2)CC1	-6	x	-0.8	-6.2	u	3	0.0	0	i
CCOC(=O)C1=CCN(S(=O)(=O)c2ccc(C)cc2)C1c1cccc(F)c1 (stereo not drawn)	x	x	x	0.1	-12	2	0.9	x	x
CC[C@H](C)/C=C(C)/C=C/C1=CC2=C(Cl)C(=O)[C@](C)(OC(C)=O)C(=O)C2=CO1	5	x	21	1.1	-16	x	x	-4	-0.4
Cc1c(-c2cccs2)[n+](=O)c2c(n1[O-])CCC2	-14	4	-1.5	0.1	-3	-6	x	-3	i
O=C(CN1CCN(c2ccccc2)CC1)N1CCc2ccccc21	-9	-3	1.3	-3.5	4	-6	0.2	6	-0.8
COc1ccc(CC2c3cc(OC)c(OC)cc3CCN2C)cc1OC (stereo not drawn)	6	0	0.1	-0.5	-5	-8	-1.3	7	-0.3
SMILES	SSB-PriA inh	3CLpro inhibitor	PfHsp40 yeast	BoNT-A LC inh2	Anthrax LF inh2	PrPC surface inh	TcdB inh	Y pestis TopoI	BH1578 lux ind
Cc1ccc(N=C2C(=O)Nc3ccc(C)c(Br)c32)cc1	-5	4	-0.7	-0.2	-18	x	x	0	-0.6
O=C(CN1CCOc2ccccc21)NCc1ccccc1	2	1	0.7	0.3	-5	1	1.1	-10	-0.4
Cc1cccnc1NC(=O)CSc1nnc(CNC(=O)c2cccc([N+](=O)[O-])c2)n1C	3	-1	-0.2	0.4	2	-13	0.5	-1	i
O=C(c1cccs1)N1CCN(Cc2ccccn2)CC1	-3	-1	2.0	0.0	-2	4	1.2	4	-0.2
Cc1ccc(OCC(=O)N(C)CC(=O)Nc2ccccc2Cl)c([N+](=O)[O-])n1	-2	x	-0.3	x	x	-4	-0.8	-5	-0.9
CN(C1CCCCC1)S(=O)(=O)c1ccc(NC(=O)c2ccco2)cc1	-3	0	3.3	-0.1	2	-5	x	4	i
CCOc1cccc2cc(C(=O)Oc3ccc(OC)cc3)c(=O)oc12	-14	2	2.6	-2.0	0	-2	0.2	-1	-0.6
CCCOc1ccc(CCN2CCC(=O)NC2=O)cc1C	5	-1	-0.6	0.1	-2	-2	x	-2	-0.6
Cc1ccc(S(=O)(=O)NC(C)c2ccccc2)cc1[N+](=O)[O-] (stereo not drawn)	-3	-2	0.5	-1.5	-1	-1	0.6	-6	-3.2
O=C(CSc1nc(-c2ccccc2)c(-c2ccccc2)o1)Nc1nncs1	1	-3	1.1	-0.7	-2	7	x	36	-0.6
COc1ccc(-n2c3c(c(=O)[nH]c2=O)C(NC(C)=O)(C(F)(F)F)C(=O)N3)cc1 (stereo not drawn)	-1	2	0.1	-0.4	-1	4	0.3	1	-2.9
Cc1ccc(Cn2c(C3CCCN3c3nc(-c4ccc(F)cc4)cs3)nc3cc(C(=O)NCCCO)ccc32)cc1 (stereo not drawn)	-3	x	-0.4	-0.6	-8	6	-0.1	40	4.5
CN(CC(O)COc1c(F)cc(Br)cc1F)C1CCCCC1 (stereo not drawn)	-5	-6	0.7	0.4	2	4	-0.1	3	-0.2
COCCCN(C(=O)CSCc1ccc(C)cc1)c1c(N)n(Cc2ccccc2)c(=O)[nH]c1=O	-13	x	0.0	0.1	-1	8	-1.2	6	-0.5
CC(=O)Nc1ccc(S(=O)(=O)NCCc2ccc3c(c2)OCCO3)cc1	x	x	x	-0.7	-6	-4	1.3	7	-0.2
COCCOC(=O)c1[nH]c2c(c1C)C(=O)CC(c1ccc(N(C)C)cc1)C2 (stereo not drawn)	-7	8	-1.6	-0.5	-1	1	x	-1	i
O=C(N/N=C/c1ccc(O)cc1)c1ccc(NC(=O)c2ccccc2Br)cc1	x	-11	-0.5	0.3	-7	9	x	0	2.1
Cc1cccc(-n2c(SCC(N)=O)nc3c(c2=O)C2(CCCCC2)Cc2ccccc2-3)c1	22	2	-1.2	-0.1	-9	-6	x	1	-0.3
Cc1cc(C)c(S(=O)(=O)c2ccccc2)c(N(C)C)n1	-20	0	-0.2	-0.5	-3	-7	0.0	8	x
Cc1ccc(S(=O)(=O)Cn2nnnc2C(c2ccc(F)cc2)N2CCC(C(N)=O)CC2)cc1 (stereo not drawn)	-4	-2	0.4	0.6	-4	-3	x	1	i
C#CC(CC)(CC)NC(=O)c1nn(-c2ccccc2Cl)c(C)cc1=O	-11	-2	-0.4	-2.7	3	-6	1.4	2	-0.2
CCN(CC)S(=O)(=O)c1ccc(C(=O)Nc2nnc(-c3ccco3)o2)cc1	0	2	-0.5	-0.3	0	1	x	3	-0.5
